Source: PubChem BioAssay
HEK293 NOD2/NF-kB: NOD2 signaling inhibitors, cell-based, luminescence, uHTS, HEK293 (AID 1566); HEK293 NOD2/NF-kB luciferase reporter, luminescence; higher % means a stronger effect; inhibition, % at 4 µM, or EC50 in µM where a hit was titrated; 290,000 tested, 0.63% active; further: many of its hits are not listed in these tables
NOD1 NF-kB reporter: NOD1 signaling inhibitors, primary screen, cell-based, luminescence, uHTS (AID 1578). inhibition, % at 4 µM, or EC50 in µM where a hit was titrated. NOD1-driven NF-kB luciferase reporter cells, luminescence; higher % means a stronger effect. 290,000 tested, 1% active; in the data active means inhibition mostly above about 36%, no sharp cut-off; inactive means mostly below about 34%;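 further: HEK-293T reporter cells stimulated with the NOD1 agonist gamma-tri-DAP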
KOR beta-arrestin-1: KOR agonists, beta-arrestin recruitment, primary screen, cell-based, luminescence, uHTS (AID 1777); 280,000 tested, 0.02% active; KOR beta-arrestin recruitment, luminescence; higher % means a stronger effect; one-dose activation, % at 10 µM; EC50 in µM for titrated hits; Kappa-type opioid receptor (Homo sapiens); in the data active means activation above about 50%, passing the limit was not always enough; further: a part of the inactive calls stands beside numbers as strong as those of hits
PMI inhibitors: inhibitors of human PMI, primary screen, biochemical, fluorescence intensity, coupled assay (AID 1209); 190,000 tested, 0.42% active; Mannose-6-phosphate isomerase (Homo sapiens); inhibition, % at 20 µM; hits with a dose series show IC50 in µM; purified PMI enzyme, coupled fluorescence intensity; higher % means a stronger effect;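 further: plate controls were DMSO vehicle for no effect and wells lacking substrate for full effect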
XIAP displacement: XIAP antagonists, biochemical, IAP family, fluorescence polarization (AID 1018). E3 ubiquitin-protein ligase XIAP (Homo sapiens). XIAP BIR domain, fluorescence polarization peptide displacement; higher % means a stronger effect. one-dose displacement, % at 20 µM; IC50 in µM for titrated hits. 200,000 tested, 0.007% active; in the data active means displacement above about 50%; further: a part of the inactive calls stands beside numbers as strong as those of hits
PMI inhibition: human PMI inhibitors, high substrate, primary screen, biochemical, fluorescence intensity, high mannose 6-phosphate (AID 1220). Mannose-6-phosphate isomerase (Homo sapiens). recombinant PMI enzyme, coupled fluorescence intensity; higher % means a stronger effect. one-dose inhibition, % at 20 µM; IC50 in µM for titrated hits. 190,000 tested, 0.66% active
KOR beta-arrestin-2: KOR antagonists, beta-arrestin recruitment, cell-based, luminescence, uHTS (AID 1778); Kappa-type opioid receptor (Homo sapiens); KOR beta-arrestin recruitment, luminescence, antagonist mode; higher % means a stronger effect; inhibition, % at 10 µM; hits with a dose series show IC50 in µM; 290,000 tested, 0.091% active; further: strong numbers were not always called active
LYP inhibition: inhibitors of LYP phosphatase, biochemical, fluorescence intensity, uHTS (AID 1779) | Tyrosine-protein phosphatase non-receptor type 22 (Homo sapiens) | recombinant LYP phosphatase, fluorescence intensity; higher % means a stronger effect | one-dose inhibition, % at 11.5 µM; IC50 in µM for titrated hits | 290,000 tested, 0.054% active;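 further: plate controls were vehicle with enzyme for no effect and no enzyme for full effect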
TNAP activators: human TNAP enzyme activators, primary screen, biochemical, luminescent, no phosphate acceptor, uHTS (AID 1001). Alkaline phosphatase, tissue-nonspecific isozyme (Homo sapiens). purified TNAP, luminescent activation assay, no phosphate acceptor; higher activation fold means a stronger effect. activation fold at 20 µM, or EC50 in µM where a hit was titrated. 200,000 tested, 0.03% active; in the data active means activation fold from about 3, or a potency from the dose series; inactive means the rest, 99 in 100 with activation fold below about 1.6; further: many of its hits are not listed in these tables
* = called active by the depositor; x = not tested or not shown; [ ] = another dose, or the depositor's remark. Unless noted, no stated cut-off is given here; in the data, active means inhibition above about 50%; inactive means the rest. Not all compounds are listed (hit frequency here may not be typical).

SMILES	HEK293 NOD2/NF-kB	NOD1 NF-kB reporter	KOR beta-arrestin-1	PMI inhibitors	XIAP displacement	PMI inhibition	KOR beta-arrestin-2	LYP inhibition	TNAP activators
CC1(C)C2CC=C(/C=N/NC(=O)c3ccc(Cl)cc3)C1C2 (configuration not stated)	-3%	-11%	0.2%	4%	-5.5%	-2%	-7%	9%	1
Cc1cc(C)nc(-n2nc(C)cc2NC(=O)c2cc(=O)c3ccccc3o2)n1	19%	9%	-0.6%	-9%	-5.0%	-10%	-4%	-8%	1.1
CC1CCN(CC(=O)Nc2ccccc2-c2ccccc2)CC1	2%	-11%	-3.3%	12%	-7.1%	14%	-20%	-9%	1.1
C[n+]1ccccc1COc1ccc(C(C)(C)C)cc1	10%	-12%	1.4%	-11%	-2.8%	-11%	-15%	-5%	1.1
O=[N+]([O-])c1ccc2[nH]c(O)c(N=NC3CS(=O)(=O)CC3O)c2c1 (configuration not stated)	-2%	-8%	3.5%	x	x	x	24%	-3%	x
Oc1ccccc1N1CCN(C(c2ccccc2)c2ccccc2)CC1	10%	-3%	-4.4%	x	x	x	-40%	-12%	x
O=C(CCNC(=O)C1CCN(S(=O)(=O)c2ccc(F)cc2)CC1)NCc1ccncc1	5%	-28%	-0.3%	x	x	x	5%	-11%	x
COc1ccc(-n2nc(C(=O)NCC(=O)Nc3cc(C)ccc3OC)c3ccccc3c2=O)c(OC)c1	-8%	4%	4.6%	x	x	x	-30%	-6%	x
OC(c1ccc(OCc2ccccc2)cc1)c1nnc(-c2ccccc2)o1 (configuration not stated)	28%	38%	x	24%	-7.3%	16%	-31%	-2%	1
COc1ccccc1CN1CC(C(=O)NCc2ccc(C)c(F)c2)CCC1=O (configuration not stated)	12%	-9%	-2.3%	x	x	x	-20%	-11%	x
CC(=O)/C(N=Nc1ccc(-n2ccc(C(F)(F)F)n2)cc1)=C(\C)O	-1%	-5%	0.0%	x	x	x	4%	-5%	x
CCc1nnc(NC(=O)CSc2nc3ccc(OC)cc3[nH]2)s1	2%	-35%	-6.1%	3%	-3.9%	2%	-16%[20 µM]	-2%	1.2
Nc1cccc2c1C(=O)N(CC(=O)NC13CC4CC(CC(C4)C1)C3)C2=O	-5%	-34%	-6.1%	10%	-0.9%	12%	16%	-5%	1
Cc1cc(C)nc(SCc2nc(N)nc(-c3ccccc3O)n2)n1	3%	18%	2.7%	3%	0.3%	0%	-100%	-5%	1.1
C=CCn1cnc2scc(-c3ccc(C)c(C)c3)c2c1=O	27%	-6%	-4.4%	1%	-4.5%	2%	-8%[20 µM]	-2%	1.1
c1ccc(-c2cn(-c3ccccc3)c3ncnc(N4CCCCC4)c23)cc1	2%	4%	0.5%	9%	-6.8%	11%	-12%	5%	1
COC(=O)c1ccc2c(=O)n(NC(C)=O)c(=S)[nH]c2c1	10%	x	9.6%	6%	0.7%	-2%	4%	-2%	1.1
Cn1cccc1/C=N/NC(=O)c1cccnc1	2%	-4%	-3.8%	-7%	-6.0%	2%	-6%	2%	0.8
O=C(NCC1CCCO1)c1cc2c(s1)CCC2 (configuration not stated)	-40%	-46%	-2.3%	3%	-4.1%	7%	2%	-4%	1.1
O=S(=O)(Nc1nc2ccccc2nc1N1CCN(c2ccccn2)CC1)c1ccc(Cl)cc1	9%	39%	0.3%	16%	-6.9%	2%	4%	2%	1
CC(=O)N1CCN(CC(=O)Nc2ccccc2C(=O)NCc2ccc(C)cc2)CC1	1%	-35%	-1.3%	x	x	x	8%	-4%	x
COc1ccc(NC(=O)CSc2nnc(C(C)C)n2N)cc1	1%	-2%	-2.7%	21%	-4.8%	13%	19%	3%	1
O=C(CN1C(=O)c2cccc3cccc(c23)C1=O)N1CCCCC1	3%	-12%	-1.4%	1%	-1.1%	-1%	-5%	-5%	1.1
CCOC(=O)c1c(NC(=O)CN2CCOCC2)sc(C(=O)NC)c1C	12%	14%	-5.2%	-7%	-2.6%	-8%	8%	-6%	1.1
O=C(CSc1ncc(-c2ccccc2)[nH]1)Nc1ccccc1	9%	-12%	0.6%	17%	-7.0%	-16%	-7%	-5%	1
The list goes on:
SMILES	HEK293 NOD2/NF-kB	NOD1 NF-kB reporter	KOR beta-arrestin-1	PMI inhibitors	XIAP displacement	PMI inhibition	KOR beta-arrestin-2	LYP inhibition	TNAP activators
Cc1ccccc1CNC(=O)Cc1ccccc1[N+](=O)[O-]	-41%	-42%	-2.6%	4%	-8.1%	-5%	5%	-5%	1.2
CCOc1ccc(NC(=O)N[C@@H](CCSC)C(=O)OC)cc1	11%	6%	-6.5%	3%	-3.1%	-3%	-1%	-7%	1.1
CCOc1ccc(CN2CCC(Cc3ccccc3)CC2)cc1	-9%	-22%	-3.7%	x	x	x	-16%[20 µM]	-3%	x
CCCN1C2CCCC1CC(NC(=O)c1ccccc1F)C2 (configuration not stated)	-1%	-20%	-2.2%	20%	2.9%	19%	-7%	-4%	1
CC(=O)Nc1ccc(C(=O)OCC(=O)NCc2ccccc2)cc1	-18%	-31%	-3.4%	-2%	-6.7%	2%	-5%	4%	1
CCOCCn1c(CN2CCN(c3ccc(F)cc3)CC2)nc2c1c(=O)n(C)c(=O)n2C	6%	-23%	2.9%	-9%	0.6%	-4%	-17%	7%	0.8
COc1ccc(CNC(=O)CCSCc2ccccc2Cl)c(OC)c1	12%	-25%	1.0%	17%	-15%	12%	0%	-7%	1.1
CCN(CC(=O)NCc1ccc(F)cc1)Cc1nc2ccccc2c(=O)[nH]1	4%	-17%	x	-10%	1.3%	-4%	6%	2%	1.4
CCOC(=O)c1cccnc1NC(=O)c1ccncc1	-4%	-38%	0.8%	-11%	-5.2%	-3%	13%	-1%	1.1
CCN(CC)CC(=O)N1CCCC(N2CCN(c3cccc(C(F)(F)F)c3)CC2)C1 (configuration not stated)	-6%	-28%	1.2%	x	x	x	-35%[20 µM]	-5%	x
CCCC(=O)N(c1ccc(OCC)cc1)C1C=CS(=O)(=O)C1 (configuration not stated)	-4%	-15%	-1.2%	5%	0.3%	1%	15%	-3%	1.1
CNS(=O)(=O)c1cc(C(=O)NCc2ccco2)ccc1Cl	28%	-16%	-1.2%	-4%	-4.4%	-4%	1%	-4%	1.1
COc1ccc(CCC(=O)NCCc2ccc(Cl)cc2)cc1	3%	-12%	0.6%	x	x	x	-1%	-1%	x
CC1CCN(S(=O)(=O)c2ccc(Cl)cc2)CC1	17%	18%	-5.5%	10%	-5.3%	10%	-26%	-6%	1.1
CCN(CC)S(=O)(=O)c1ccc(C(=O)Oc2cc(C)[nH]c(=O)c2[N+](=O)[O-])cc1	7%	-23%	-1.7%	-25%	-3.3%	-10%	-24%	-5%	1.1
O=S(=O)(Nc1ncccn1)c1ccc(F)cc1	12%	3%	-7.6%	x	x	x	7%	-8%	x
COc1cccc(-c2nnc3n2N=C(c2cc(OC)ccc2OC)CS3)c1	4%	13%	19%	9%	-0.4%	1%	9%	-5%	1.1
CC(C)Cn1cc(C(=O)NC2CCN(Cc3ccccc3)CC2)c2c3ccccc3n(C)c2c1=O	2%	-3%	5.1%	-3%	-4.5%	-4%	-30%	-2%	1.1
CCOC(=O)NC(NC(=S)Nc1ccccc1OC)C(Cl)(Cl)Cl (configuration not stated)	-4%	-4%	0.4%	7%	-1.2%	-5%	-26%	-11%	1.2
COc1cccc(C(=O)Nc2cccc(NC(=O)c3ccccc3Cl)c2)c1	1%	-17%	-2.9%	x	x	x	6%	-10%	x
CC(C)(C)C(=O)COC(=O)CNC(=O)c1ccc(Oc2ccccc2)cc1	-14%	4%	-6.3%	0%	-4.5%	-3%	20%	-4%	1.1
CSC(=NNC(=O)c1ccccc1O)SC	1%	-10%	-4.7%	-13%	-5.0%	-25%	-25%	-2%	1.1
CC(Cc1ccccc1)NC(=O)CCCN1C(=O)c2ccccc2C1=O (configuration not stated)	4%	-4%	-4.7%	x	x	x	12%	-2%	x
COc1ccc(C(Nc2cccc([N+](=O)[O-])c2)P(=O)(OC(C)C)OC(C)C)cc1 (configuration not stated)	12%	4%	-2.5%	x	x	x	32%	2%	x
CC1=C(C)CC(C(=O)NCc2ccccc2F)C(C(=O)O)C1 (configuration not stated)	1%	-17%	1.9%	x	x	x	7%	-6%	x

Shown with bars between the fields: part of the list above.
Structure | HEK293 NOD2/NF-kB | NOD1 NF-kB reporter | KOR beta-arrestin-1 | PMI inhibitors | XIAP displacement | PMI inhibition | KOR beta-arrestin-2 | LYP inhibition | TNAP activators
COc1ccc(CCC(=O)NCCc2ccc(Cl)cc2)cc1 | 3% | -12% | 0.6% | x | x | x | -1% | -1% | x
CC1CCN(S(=O)(=O)c2ccc(Cl)cc2)CC1 | 17% | 18% | -5.5% | 10% | -5.3% | 10% | -26% | -6% | 1.1
CCN(CC)S(=O)(=O)c1ccc(C(=O)Oc2cc(C)[nH]c(=O)c2[N+](=O)[O-])cc1 | 7% | -23% | -1.7% | -25% | -3.3% | -10% | -24% | -5% | 1.1
O=S(=O)(Nc1ncccn1)c1ccc(F)cc1 | 12% | 3% | -7.6% | x | x | x | 7% | -8% | x
COc1cccc(-c2nnc3n2N=C(c2cc(OC)ccc2OC)CS3)c1 | 4% | 13% | 19% | 9% | -0.4% | 1% | 9% | -5% | 1.1
CC(C)Cn1cc(C(=O)NC2CCN(Cc3ccccc3)CC2)c2c3ccccc3n(C)c2c1=O | 2% | -3% | 5.1% | -3% | -4.5% | -4% | -30% | -2% | 1.1

New compounds follow
SMILES	HEK293 NOD2/NF-kB	NOD1 NF-kB reporter	KOR beta-arrestin-1	PMI inhibitors	XIAP displacement	PMI inhibition	KOR beta-arrestin-2	LYP inhibition	TNAP activators
COc1ccccc1C(=O)NCCCNc1ccc([N+](=O)[O-])cc1	18%	-12%	-3.2%	8%	-1.7%	4%	30%	-4%	1
COc1ccc(NC(=O)CSc2nnc(NC(=O)C3CC3)s2)cc1OC	0%	-6%	-2.4%	x	x	x	0%	-4%	x
O=C(NCc1ccco1)/C(=C/C=C\c1ccccc1)NC(=O)c1ccc(Br)o1	20%	2%	-2.2%	-5%	-2.2%	-5%	6%	-5%	1.1
CCN(CC(=O)Nc1ccc(OC)cc1)CC(=O)Nc1cccc(C#N)c1	7%	0%	-21%	x	x	x	12%	-8%	x
COc1ccc(NC(=O)C2CC(=O)OC2(C)C)cc1 (configuration not stated)	11%	-15%	-4.5%	3%	-2.0%	2%	22%	-6%	1.2
CCOC(=O)N1CCN(S(=O)(=O)c2ccc3c4c(cccc24)C(=O)N3)CC1	2%	15%	0.1%	x	x	x	1%	-11%	x
O=C(CN1C(=O)C2C3C=CC(C3)C2C1=O)NCc1ccccc1 (configuration not stated)	6%	-4%	-3.3%	-2%	-4.2%	-5%	24%	-7%	1.1
CN(Cc1n[nH]c(=S)n1C)S(=O)(=O)c1ccccc1	-6%	2%	2.9%	-2%	-2.1%	-9%	-3%	3%	1
COc1cccc(/C=N/NC(=S)Nc2cccc(C(=O)O)c2)c1	-42%	-16%	-1.3%	1%	-7.1%	4%	-22%	-4%	1.1
COc1cc(CN(C(=S)NCC(=O)NC2CC2)C2CCCC2)cc(OC)c1OC	4%	-12%	0.5%	-1%	-3.4%	-6%	10%	-9%	1.2
CC(C)(C)NC(=O)CN(C(=O)C1(C)CC(=O)N=C2C=CC=CN21)C1CCCC1 (configuration not stated)	-4%	-25%	-0.9%	-11%	-0.9%	-2%	-32%	-12%	1
CC(CC(=O)O)CC(=O)Nc1ccc(S(N)(=O)=O)cc1 (configuration not stated)	-6%	-11%	2.0%	-2%	-2.9%	-7%	-7%	-4%	1.1
